Screens as filed in PubChem BioAssay.
ATXN viability – Viability Counterscreen for Primary qHTS for Inhibitors of ATXN expression. S2 cells (HEK-293 line with an ATXN2-luciferase reporter) viability, CellTiter-Fluor protease fluorescence, 24 h. hit rate 0.49% among 400,000. Potency, µM (top dose mostly 56.7 µM), hits mostly cytotoxic. AID 651635, 2014; further: potency means the concentration at half of the fitted maximal effect; nearly all actives have a fitted effect of over 40% in size
A549 tox – Nrf2 qHTS screen for inhibitors: counterscreen for cytotoxicity; A549 ARE-Fluc cells, CellTiter-Fluor viability, 18-24 h; Potency, µM (doses to about 46 µM), for the others: at the top dose activity change, negative = cytotoxicity, most hits filed as inhibitors; hit rate 0.16% among 390,000; AID 504648, 2011; further: potency means the concentration at half of the fitted maximal effect; on the % scale 0 is the no-effect control and ±100 the full control effect
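A549 ARE-Fluc cells in 5% FBS OPTI-MEM, 5000 cells/well, rested 2 h then exposed to compounds in concentration-response for 18-24 h at 37 °C. Viability by CellTiter-Fluor fluorescence (Ex 405/Em 525) after 30 min; luciferase luminescence (BugLite, 15 min, RT) read afterwards.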
TGFb SMAD3 inh – qHTS for Inhibitors of TGF-b; HepG2 CAGA-GFP TGF-b/SMAD3 reporter, GFP fluorescence, 18 h; TGF-beta stimulated, 500 pg/mL final; Potency, µM (titrated, usually from 46.1 µM), inactives show at the top dose activity, negative = inhibition, most hits filed as inhibitors; hit rate 1.2% among 410,000; AID 588855, 2011; further: potency means the concentration at half of the fitted maximal effect; on the % scale 0 is the no-effect control and ±100 the full control effect; nearly all actives have a fitted effect of over 65% in size
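Cell-based qHTS in HEPG2 carrying a CAGA-GFP Smad reporter; compounds added before 500 pg/mL final TGF-beta, 18 h incubation at 37 degrees C, GFP fluorescence quantified per cell by imaging cytometry.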
IL-1B inflam inh – qHTS for Inhibitors of Inflammasome Signaling: IL-1-beta AlphaLISA Primary Screen; THP-1 LPS/ATP IL-1B secretion, AlphaLISA, 16 h; active compounds read low; activity change, % at 57.5 µM; hit rate 4.7% among 360,000; in the data active means activity change below about -50%; inconclusive means mostly about -30% to -49%; further: on the % scale 0 is the no-effect control and ±100 the full control effect
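Secreted IL-1B measured by AlphaLISA bead assay after 16 h compound exposure of THP-1 cells; compounds (final up to 57.5 uM) added 1 h before LPS (250 ng/mL) and ATP (1.25 mM) stimulation; lower signal means less secretion.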
ATXN2 expr inh – Primary qHTS for Inhibitors of ATXN expression; hit rate 0.72% among 360,000; Potency, µM (doses to about 57 µM), without a hit: top-dose activity change, negative = inhibition, actives largely listed as inhibitors; AID 1745845, 2022; HEK-293 ATXN2-luciferase reporter, luminescence, 24 h; further: potency means the concentration at half of the fitted maximal effect; on the % scale 0 is the no-effect control and ±100 the full control effect; nearly all actives have a fitted effect of over 55% in size
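ATXN2-luciferase reporter cells (luciferase flanked by upstream and downstream ATXN2 gene portions) were treated 24 h at 37 °C with compounds at up to 57 uM. SteadyGlo luminescence gave expression; GF-AFC fluorescence gave viability.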
Nrf2 block – Nrf2 qHTS screen for inhibitors | A549 ARE-Fluc reporter, luciferase luminescence, 18-24 h | Potency, µM (highest dose often 46 µM), without a hit: at the highest dose activity change, negative = inhibition, usual class: inhibitors | hit rate 2.1% among 360,000; further: potency means the concentration at half of the fitted maximal effect; on the % scale 0 is the no-effect control and ±100 the full control effect; nearly all actives have a fitted effect of over 60% in size
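Concentration-response testing used A549 ARE_Fluc cells at 5000 cells/well. Following an 18-24 h compound incubation, viability was read by fluorescence (Ex 405/Em 525) and luciferase output by luminescence.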
HepG2 tox – qHTS for Inhibitors of TGF-b: Cytotox Counterscreen. HepG2 CAGA-GFP viability, ATP luminescence, 18 h. Potency, µM (series often up to 46.1 µM), for inactives: at the top dose activity change, negative = cytotoxicity, hits mostly cytotoxic. hit rate 0.76% among 410,000; further: potency means the concentration at half of the fitted maximal effect; some results filed as inactive show a strong effect at the top dose
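HepG2 CAGA-GFP cells (1000/well, DMEM with 1% FBS) received compound, then TGF-beta at 500 pg/mL final, and were incubated 18 hours at 37 degrees C. Viability was read by CellTiter-Glo luminescence. Media-only wells were set as complete cell-killing and DMSO as no toxicity.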
MCF10A rereplic – A quantitative high throughput screen for small molecules that induce DNA re-replication in MCF 10a normal breast cells; MCF 10A DNA re-replication, Hoechst nuclear intensity, 48 h; hit rate 2.9% among 350,000; Potency, µM (highest dose often 46.1 µM), for inactives: at the highest dose activity, positive = re-replication, most hits filed as activators; further: potency means the concentration at half of the fitted maximal effect; % of control where 0% means no effect; nearly all actives have a fitted effect of over 50% in size
Nrf2 activator – qHTS of Nrf2 Activators; AREc32 ARE-luciferase reporter (MCF7-derived line), luminescence, 24 h; Potency, µM (titrated, usually from 46.1 µM), for inactives: at the highest dose activation, actives largely listed as activators; hit rate 0.31% among 410,000; AID 624171, 2012; further: potency means the concentration at half of the fitted maximal effect; % of control where 0% means no effect; nearly all actives have a fitted effect of over 65% in size
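AREc32 cells carrying an ARE-driven firefly luciferase reporter were seeded at 1000 cells/well in OPTI-MEM with 5% FBS, then exposed to compound for 24 hr at 37 deg C. Luminescence was read with Steady-Glo after 30 min at RT.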
Numbers without * were called inactive; i = inactive; ? = inconclusive; / = no result given; [ ] = another dose, or the depositor's remark. Unless noted, the call rests on the fitted dose curve; in most records, active means well fitted curve in the direction sought with a large enough effect; inconclusive means small, poorly fitted or top-dose-only effect, or another doubt; inactive means no such curve, though single readings can be large; an effect the other way counts as inactive or inconclusive.

SMILES	ATXN viability	A549 tox	TGFb SMAD3 inh	IL-1B inflam inh	ATXN2 expr inh	Nrf2 block	HepG2 tox	MCF10A rereplic	Nrf2 activator
Cc1cc(C)c(C)c(S(=O)(=O)N2CCC(C(=O)OCC(=O)NC3CCS(=O)(=O)C3)CC2)c1C (stereo not given)	i	-7%	2%	17	5%	-3%	2%	1%	0.0%
CCOC(=O)c1cc2c(=O)n3ccccc3nc2n(Cc2ccc(Cl)cc2)c1=N	i	0%	1%	-8	-2%	2%	-7%	1.6µM*	0.2%
COc1ccc(Nc2nnc(Cc3ccccc3)c(=O)[nH]2)c(OC)c1	?	3%	0%	23	-4%	-15%	5%	?	0.3%
CCc1ccc(-n2c(Cc3ccccc3)nnc2SCc2nc(-c3cccs3)no2)cc1	?	?	?	/	?	?	-48%	/	1.0%
O=C(CCNS(=O)(=O)c1ccc2c(c1)CCN2C(=O)C1CC1)N1CCN(c2ccc(F)cc2)CC1	i	9%	?	/	-32%	/	-18%	/	1.5%
O=C(COC(=O)c1cc(-c2cccs2)nc2ccccc12)NC1CCS(=O)(=O)C1 (stereo not given)	i	0%	-19%	?	/	-18%	-17%	-2%	-0.1%
Cc1cc(C)n(CC(C)O)c(=O)c1C#N (stereo not given)	i	-3%	-2%	14	2%	?	0%	0%	0.3%
c1nc(N2CCC3(CC2)OCCO3)c2[nH]cnc2n1	i	4%	1%	1	12%	7%	5%	?	-0.4%
CC(C)[C@@H](C(=O)N[C@@H](Cc1ccccc1)C(=O)O)N1C(=O)N2CCc3c([nH]c4ccccc34)[C@@]2(C)C1=O	i	-2%	13%	14	-3%	-1%	1%	-1%	0.1%
CCc1nnc(NS(=O)(=O)c2ccc(NC(=O)c3ccc([N+](=O)[O-])s3)cc2)s1	i	/	?	-6	/	/	-32%	/	14µM*
COc1cccc(C(=O)NCCCn2ccnc2)c1	i	?	8%	13	1%	20%	9%	1%	-0.2%
CC1(C)O[C@H]2[C@@H](O1)[C@@H](C(=O)Nc1ccccc1O)O[C@@H]1OC(C)(C)O[C@@H]12	i	0%	-1%	/	13%	?	-29%	/	-0.7%
O=C(CSc1nnnn1C1CC1)Nc1ccc(S(=O)(=O)N2CCOCC2)cc1	i	-1%	16%	-7	-3%	1%	1%	-2%	-0.5%
COc1ccccc1CNC(=O)COC(=O)c1ccc(NC(N)=O)cc1	i	-2%	18%	22	0%	/	-1%	-1%	0.0%
CN(CC(O)COc1c(F)cc(Br)cc1F)C1CCCCC1 (stereo not given)	i	-9%	1%	-16	?	29%	-3%	-7%	0.2%
O=C(CCc1ccccc1)Nc1cc2c(cc1Cl)OCCO2	i	-2%	-6%	-27	68%[activator]	?	4%	12%	25%
C=CCNc1ncnc2c1ncn2[C@H]1CN(Cc2cccc3ccccc23)C[C@@H](CO)O1	i	/	0%	-1	-12%	/	-33%	/	4.5%
COc1ccc(NC2=NCCC(=O)N2Cc2cccs2)cc1	i	9%	-1%	31	7%	18%	-13%	9%	2.4%
Cc1ccc(S(=O)(=O)NCCC(=O)NNc2c(F)c(F)cc(F)c2F)cc1	i	2%	-16%	-8	/	-7%	2%	-2%	-0.4%
CCOC(=O)C1=C(COC(=O)/C=C/c2ccc(OCC)c(OC)c2)NC(=O)NC1C (stereo not given)	i	0%	-16%	-8	1%	-12%	2%	8%	7.9%
CC(=C/c1ccccc1)/C=N/NC(=O)c1nnn(-c2nonc2N)c1CN1CCC(C)CC1	?	-1%	-11%	-11	-33%	-6%	-29%	6%	2.2%
O=C(OCC(=O)c1ccc(Cl)s1)c1ccc2ccccc2n1	i	-2%	0%	5	6%	2%	4%	5%	6.4%
O=C(CS(=O)(=O)c1c[nH]c2ccccc12)N1CCCCCC1	i	8%	-1%	10	-15%	1%	17%	0%	0.2%
COc1ccc(CNc2cc([N+](=O)[O-])ccc2OC)cc1	i	-3%	2%	-23	6%	-12%	-17%	2%	-0.4%

One compound at a time (already shown). Order of values: ATXN viability | A549 tox | TGFb SMAD3 inh | IL-1B inflam inh | ATXN2 expr inh | Nrf2 block | HepG2 tox | MCF10A rereplic | Nrf2 activator
Shown for `CN(CC(O)COc1c(F)cc(Br)cc1F)C1CCCCC1` (stereo not given) → i | -9% | 1% | -16 | ? | 29% | -3% | -7% | 0.2%
Shown for `C=CCNc1ncnc2c1ncn2[C@H]1CN(Cc2cccc3ccccc23)C[C@@H](CO)O1` → i | / | 0% | -1 | -12% | / | -33% | / | 4.5%
Shown for `COc1ccc(CNc2cc([N+](=O)[O-])ccc2OC)cc1` → i | -3% | 2% | -23 | 6% | -12% | -17% | 2% | -0.4%
Shown for `CC(=C/c1ccccc1)/C=N/NC(=O)c1nnn(-c2nonc2N)c1CN1CCC(C)CC1` → ? | -1% | -11% | -11 | -33% | -6% | -29% | 6% | 2.2%

Next section:
SMILES	ATXN viability	A549 tox	TGFb SMAD3 inh	IL-1B inflam inh	ATXN2 expr inh	Nrf2 block	HepG2 tox	MCF10A rereplic	Nrf2 activator
O=C(NCCc1ccccc1)c1ccc2[nH]c(=O)c(=O)[nH]c2c1	i	-6%	-6%	2	/	0%	5%	-4%	0.4%
CC(=O)Nc1ccc(S(=O)(=O)N(C)c2ccc(O)cc2)cc1	i	0%	3%	3	-2%	11%	-1%	-2%	-0.1%
O=C(OCCc1cc2ccccc2c(=O)o1)c1ccccc1C(F)(F)F	i	7%	-15%	-18	-11%	-7%	-16%	7%	7.2%
CCOC(=O)C(CC)/C(C)=N/NC(=O)c1ccc([N+](=O)[O-])cc1 (stereo not given)	i	0%	-3%	-8	-11%	2%	8%	1%	-0.1%
C/C(=N\NC(=O)c1nn(C)cc1Br)c1cccc(NC(=O)C(C)(C)C)c1	i	0%	1%	-21	4%	17%	0%	3%	-0.2%
Cn1nc(-c2ccc(N3CCOCC3)c(NS(=O)(=O)c3ccccc3)c2)c2ccccc2c1=O	i	-9%[1.84 µM]	5%	-6	5%	5%	-12%	?	0.2%
CC1CC(C)CN(C(=O)c2cc(-c3ccncc3)nc3ccccc23)C1 (stereo not given)	i	-12%	-4%	-4	2%	?	-27%	3%	1.5%
COC(=O)CSc1nc2cc(Cl)ccc2c(=O)n1C1CCCC1	i	-13%	-7%	25	-20%	?	4%	1%	-0.6%
Cc1cc(C)nc(SCC(CSc2nc(C)cc(C)n2)C(=O)O)n1	i	2%	-9%	-9	-32%	-14%	0%	3%	0.7%
CCC(=O)C1CCCN(C(=O)c2ccc(OC3CCN(C(=O)CCOC)CC3)cc2)C1 (stereo not given)	i	0%	?	17	10%	7%	4%	0%	2.5%
Cc1ccccc1C(=O)NNC(=O)Cc1cccc2ccccc12	i	6%	5%	-1	4%	-22%	-1%	-5%	-0.4%
O=C1CCCCN1CC(=O)N1CCCC(Nc2ccc(F)cc2)C1 (stereo not given)	i	-2%	3%	1	8%	5%	-12%	0%	-0.2%
CCOc1ccc(CN(C(=O)c2oc3ccccc3c2C)C2CCS(=O)(=O)C2)cc1 (stereo not given)	?	-13%	-9%	-3	3%	?	12%	?	0.1%
Cc1ccc(C)c(N2CCN(c3ccc4cc(S(=O)(=O)N5CCCCC5)ccc4n3)CC2)c1	i	0%	-9%	26	-25%	?	-3%	?	0.4%
O=C(c1ccc(Br)cc1)N(Cc1ccco1)C1CCS(=O)(=O)C1 (stereo not given)	i	0%	-12%	0	10%	?	4%	-1%	-0.9%
CC1Cc2ccccc2N1C(=S)NC(=O)c1cccc(Br)c1 (stereo not given)	?	-16%	-55%	22	?	?	-42%	18%	15%
COc1ccc(CNC(=O)CSc2nnc(-c3ccc(NC(C)=O)cc3)n2C)cc1	i	5%	9%	-3	14%	/	2%	10%	-0.2%
COc1cc2c(cc1OC)/C(=C/c1ccc(Cl)cc1)C(=O)OC2	?	0%	14%	-81*	?	-13%	6%	13µM*	?
COc1ccc(-c2noc(C(C)NS(=O)(=O)c3ccc(NC(C)=O)cc3)n2)cc1 (stereo not given)	i	3%	1%	25	-13%	-6%	-3%	-5%	-0.6%
CC1(C(=O)NC2CCCCC2)Cc2ccccc2C(=O)N1Cc1ccccc1Cl (stereo not given)	/	0%	/	/	/	-1%	6%	/	0.1%
COc1cccc(S(=O)(=O)N(C)C[C@H]2OCc3cnnn3CCCC(=O)N([C@@H](C)CO)C[C@@H]2C)c1	i	/	-3%	18	2%	/	6%	/	0.6%
COC(=O)c1cccc(CN2C(=O)SC(Nc3ccc(Cl)cc3)C2=O)c1 (stereo not given)	i	3%	-10%	/	-23%	9%	-9%	/	6.4%
CC1CCN(C(=O)CSc2n[nH]c(-c3ccc(F)cc3)n2)CC1	/	-2%	-10%	/	/	/	-26%	/	-0.1%
Cc1cc2n(n1)CCC(=O)N2Cc1ccc(C(=O)Nc2cc(Cl)ccc2C)cc1	i	-2%	?	/	0%	-23%	-25%	/	-0.4%

Shown with two lines to a compound: 2 of the compounds above
The line under a structure holds: ATXN viability | A549 tox | TGFb SMAD3 inh | IL-1B inflam inh | ATXN2 expr inh | Nrf2 block | HepG2 tox | MCF10A rereplic | Nrf2 activator
COC(=O)c1cccc(CN2C(=O)SC(Nc3ccc(Cl)cc3)C2=O)c1 (stereo not given)
 : i | 3% | -10% | / | -23% | 9% | -9% | / | 6.4%
CC1CCN(C(=O)CSc2n[nH]c(-c3ccc(F)cc3)n2)CC1
 : / | -2% | -10% | / | / | / | -26% | / | -0.1%
